MCL1-BIM inh: inhibitors of MCL1 binding to BIM-BH3, primary screen, biochemical, fluorescence polarization; inhibition, % at 10.9 µM; 0.68% of 320,000 active; Induced myeloid leukemia cell differentiation protein Mcl-1 (Homo sapiens), Q07820; GST-MCL1 / FITC-Bim-BH3 fluorescence polarization; AID 2057, 2009;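 active = inhibition above the mean inhibition of all tested compounds plus 3 SD, set per campaign, cut at about 40% in these data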;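 also: 0% = DMSO wells and 100% = unlabeled Bim-BH3 peptide control; higher means more loss of mP so more displacement of Bim peptide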
VLA-4 inh: inhibition in human VLA-4 binding assay, primary screen, VLA-4 allosteric modulator project, MLPCN library, flow cytometry, VLA-4 expressing cells; ligand binding flow cytometry; inhibition, % (about 7 µM as worked out from the volumes in the protocol); 0.2% of 330,000 active; AID 2557, 2010; in the data active = inhibition above about 50%
Target sequence (P13612 whole entry, looked up): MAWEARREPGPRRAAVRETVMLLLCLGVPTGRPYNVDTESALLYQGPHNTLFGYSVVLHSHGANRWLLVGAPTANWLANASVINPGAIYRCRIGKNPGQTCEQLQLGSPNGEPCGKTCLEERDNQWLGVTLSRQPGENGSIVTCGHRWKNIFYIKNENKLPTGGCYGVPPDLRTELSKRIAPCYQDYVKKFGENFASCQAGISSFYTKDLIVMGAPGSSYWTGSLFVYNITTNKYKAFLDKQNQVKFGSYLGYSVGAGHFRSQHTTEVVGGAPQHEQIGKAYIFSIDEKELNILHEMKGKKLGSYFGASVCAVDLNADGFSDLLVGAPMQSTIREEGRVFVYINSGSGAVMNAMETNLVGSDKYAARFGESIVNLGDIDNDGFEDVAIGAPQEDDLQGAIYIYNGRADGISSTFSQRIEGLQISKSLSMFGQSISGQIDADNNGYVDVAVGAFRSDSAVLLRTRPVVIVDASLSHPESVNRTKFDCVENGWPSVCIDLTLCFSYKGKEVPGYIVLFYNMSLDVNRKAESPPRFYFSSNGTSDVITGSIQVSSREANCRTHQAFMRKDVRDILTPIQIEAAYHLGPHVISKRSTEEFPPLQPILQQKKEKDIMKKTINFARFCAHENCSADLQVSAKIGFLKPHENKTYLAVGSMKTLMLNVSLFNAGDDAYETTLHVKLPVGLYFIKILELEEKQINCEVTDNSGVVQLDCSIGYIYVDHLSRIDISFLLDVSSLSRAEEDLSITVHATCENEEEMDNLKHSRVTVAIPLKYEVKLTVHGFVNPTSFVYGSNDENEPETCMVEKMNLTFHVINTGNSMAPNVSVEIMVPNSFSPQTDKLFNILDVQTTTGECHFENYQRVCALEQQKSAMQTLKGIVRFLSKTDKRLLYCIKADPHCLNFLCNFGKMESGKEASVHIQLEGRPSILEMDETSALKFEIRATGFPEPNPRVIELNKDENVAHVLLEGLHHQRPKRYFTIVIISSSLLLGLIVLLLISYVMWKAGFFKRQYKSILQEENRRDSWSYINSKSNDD
GLD-1 RNA inh: GLD-1/TGE RNA complex disruptors, primary screen, biochemical, fluorescence polarization; Female germline-specific tumor suppressor gld-1 (Caenorhabditis elegans), Q17339; purified GLD-1 + fluorescein TGE RNA; inhibition, % at 5.96 µM; 0.44% of 320,000 active; AID 2280, 2010;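 active = percent inhibition above a per-plate cutoff, the plate mean of test compounds plus 3 SD, cut at about 30% in these data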;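 also: 0% = DMSO wells with GLD-1 and probe and 100% = wells lacking GLD-1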
MEX-5 binding: MEX-5 zinc finger RNA-binding disruptors – biochemical, C. elegans, fluorescence polarization, MLPCN library, primary screen. AID 1832, 2009. Zinc finger protein mex-5 (Caenorhabditis elegans), Q9XUB2. MEX-5/FITC-TCR2 RNA binding; hits give low values. activity score (negative = inhibition of binding), % at 10 µM. 0.38% of 300,000 active;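 active = inhibition past about -25% in most replicates, and total fluorescence under double the plate's negative control median, limit read from the data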;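 also: 0% = DMSO and -100% = 5 µM competing unlabeled TCR2 RNA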
AGP1 TOR yeast: modulators of AGP1-GFP expression in yeast TOR pathway, primary screen, cell-based, multiplex flow cytometry, S. cerevisiae, MLPCN library | 3 h; GFP as percent of DMSO wells | GFP response vs DMSO, % at 10 µM | 0.02% of 320,000 active | AID 2066, 2009;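 active = GFP response relative to DMSO above a set limit, near screen average plus 3 SD, cut at about 150% in these data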;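 also: median GFP channel fluorescence of the gated AGP1 strain per well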
Bcl-xL primary: inhibitors of human Bcl-xL, primary screen, biochemical, fluorescence polarization, HTS | inhibition, % at 10.9 µM | GST-Bcl-xL / FITC-Bim BH3 peptide fluorescence polarization | AID 2129, 2009 | Bcl-2-like protein 1 (Homo sapiens), Q07817 | 0.7% of 320,000 active;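 active = inhibition above the mean of all tested compounds plus 3 SD, cutoff set per campaign, cut at about 30% in these data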;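 also: 0% = DMSO wells and 100% = unlabeled Bim-BH3 peptide competitor; inhibitors lower millipolarization by displacing the labeled peptide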
CR mimetic SO: reduction of superoxide in aged yeast, primary screen, HTS; S. cerevisiae aged cells, superoxide DHE fluorescence; hits give low values; superoxide response (% of plate mean), % at 10 µM; 0.18% of 330,000 active; AID 2690, 2010;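 active = superoxide response under a set limit, about three screen SD below normal, cut at about 65% in these data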;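 also: yeast aged for seven days with compound at 30 °C before DHE staining; 100% = average MFI of all compound-treated wells on the plate with controls excluded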
CIT2-GFP yeast: modulators of CIT2-GFP expression in yeast, primary screen, S. cerevisiae, GFP fusion, multiplex flow cytometry, MLPCN library; GFP response vs DMSO, % at 10 µM; 0.065% of 320,000 active; AID 2029, 2009; S. cerevisiae CIT2-GFP strain, 3 h; 100 means same as DMSO wells;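 active = GFP response relative to DMSO above a set limit, near the screen mean plus 3 SD, cut at about 150% in these data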;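 also: ratio of well median GFP fluorescence to mean of DMSO wells on the plate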
GRK2 aptamer HTS: compounds blocking aptamer binding on GRK2 – biochemical, human GRK2, bead flow cytometry, HTS, primary screen. FAM-aptamer displacement from GRK2. inhibition of aptamer binding, % at 10 µM. Beta-adrenergic receptor kinase 1 (Homo sapiens), P25098. AID 488847, 2010. 0.59% of 330,000 active;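 active = inhibition of aptamer binding above 40%, roughly 3 SD of noise, on plates passing a quality check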;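 also: median bead fluorescence of bound FAM aptamer so fluorescent compounds give negative values; no value below 0 was filed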
* hit, by the source's call.

Cc1nnc(SCC(=O)Nc2cccnc2Cl)s1 was read as MCL1-BIM inh 3, VLA-4 inh 5, GLD-1 RNA inh 4, MEX-5 binding -0.2, AGP1 TOR yeast 104, Bcl-xL primary -3, CR mimetic SO 85, CIT2-GFP yeast 99 and GRK2 aptamer HTS 4.
Screening COC(=O)C1C(c2ccccc2)C(C(=O)O)C1c1ccccc1 (centres undefined) returned MCL1-BIM inh 3, VLA-4 inh 5, GLD-1 RNA inh -1, MEX-5 binding -1.6, AGP1 TOR yeast 96, Bcl-xL primary 3, CR mimetic SO 103, CIT2-GFP yeast 91 and GRK2 aptamer HTS 0.
For COc1ccc(CN2CCCC(C(=O)c3ccc4c(c3)OCO4)C2)c(F)c1 (centres undefined) the results were MCL1-BIM inh 7, VLA-4 inh -1, GLD-1 RNA inh 2, MEX-5 binding -1.0, AGP1 TOR yeast 96, Bcl-xL primary 2, CR mimetic SO 114, CIT2-GFP yeast 96 and GRK2 aptamer HTS 0.
`COc1ccc(C=O)c(OC)c1` gave MCL1-BIM inh -4, VLA-4 inh 15, GLD-1 RNA inh 6, MEX-5 binding -1.3, AGP1 TOR yeast 97, Bcl-xL primary 0, CR mimetic SO 116, CIT2-GFP yeast 104 and GRK2 aptamer HTS 3.
Screening CN=C(c1ccc([N+](=O)[O-])cc1)N1CCCCC1 returned MCL1-BIM inh 7, VLA-4 inh -2, GLD-1 RNA inh -3, MEX-5 binding 1.4, AGP1 TOR yeast 102, Bcl-xL primary 4, CR mimetic SO 108, CIT2-GFP yeast 78 and GRK2 aptamer HTS 0.
For COC(=O)c1ccc(C2Nc3cccc4cccc(c34)N2)cc1 the results were MCL1-BIM inh 16, VLA-4 inh 5, GLD-1 RNA inh 14, MEX-5 binding 1.9, AGP1 TOR yeast 102, Bcl-xL primary 12, CR mimetic SO 94, CIT2-GFP yeast 74 and GRK2 aptamer HTS 0.
C=CC(=O)Nc1ccc(Br)cc1 was read as MCL1-BIM inh 2, VLA-4 inh 0, GLD-1 RNA inh 7, MEX-5 binding 1.6, AGP1 TOR yeast 94, Bcl-xL primary -1, CR mimetic SO 98, CIT2-GFP yeast 110 and GRK2 aptamer HTS 0.
`COc1c2n(C)ccc3c-2n(c(=O)c1=O)c1ccccc31` gave MCL1-BIM inh 17, VLA-4 inh 17, GLD-1 RNA inh 12, MEX-5 binding -3.3, AGP1 TOR yeast 103, Bcl-xL primary 18, CR mimetic SO 86, CIT2-GFP yeast 103 and GRK2 aptamer HTS 0.
For Cc1nn(C)c(C)c1S(=O)(=O)N1CCC(C(=O)NCC2COc3ccccc3O2)CC1 (centres undefined) the results were MCL1-BIM inh -3, VLA-4 inh -10, GLD-1 RNA inh 1, MEX-5 binding 2.0, AGP1 TOR yeast 103, Bcl-xL primary 5, CR mimetic SO 102, CIT2-GFP yeast 107 and GRK2 aptamer HTS 0.
`CC(=O)c1c(C)[nH]c(C(=O)Nc2cccnc2)c1C` gave MCL1-BIM inh 1, VLA-4 inh 21, GLD-1 RNA inh -9, MEX-5 binding 1.0, AGP1 TOR yeast 101, Bcl-xL primary 3, CR mimetic SO 96, CIT2-GFP yeast 100 and GRK2 aptamer HTS 0.
Screening COCCn1c(SCC(=O)NCc2ccc3c(c2)OCO3)nnc1-c1c[nH]c2ccccc12 returned MCL1-BIM inh -2, VLA-4 inh 21, GLD-1 RNA inh -1, MEX-5 binding -4.1, AGP1 TOR yeast 116, Bcl-xL primary 3, CR mimetic SO 90, CIT2-GFP yeast 109 and GRK2 aptamer HTS 0.
COC(=O)c1ccc(C23CC4(C2)[C@H](CN(Cc2ccc(-c5ccccc5)cc2)[C@@H]4c2ccccc2)C3c2ccc(C(F)(F)F)cc2)cc1 (some centres undefined) was read as MCL1-BIM inh -2, VLA-4 inh 17, GLD-1 RNA inh -9, MEX-5 binding 3.7, AGP1 TOR yeast 97, Bcl-xL primary -1, CR mimetic SO 101, CIT2-GFP yeast 108 and GRK2 aptamer HTS 0.
Screening Cc1ccc2ncnc(NCCCCCC(=O)O)c2c1 returned MCL1-BIM inh 10, VLA-4 inh 16, GLD-1 RNA inh -2, MEX-5 binding 0.9, AGP1 TOR yeast 99, Bcl-xL primary 4, CR mimetic SO 99, CIT2-GFP yeast 96 and GRK2 aptamer HTS 2.
Screening Cc1cccc(NC(=S)N(C)C)c1C returned MCL1-BIM inh 1, VLA-4 inh 31, GLD-1 RNA inh 2, MEX-5 binding 1.6, AGP1 TOR yeast 110, Bcl-xL primary 1, CR mimetic SO 105, CIT2-GFP yeast 105 and GRK2 aptamer HTS 0.
`Cc1c(OC(C)C(=O)NC2CC(C)(C)NC(C)(C)C2)ccc2c3c(c(=O)oc12)CCC3` (centres undefined) gave MCL1-BIM inh 2, VLA-4 inh 16, GLD-1 RNA inh 3, MEX-5 binding 2.4, AGP1 TOR yeast 109, Bcl-xL primary 7, CR mimetic SO 121, CIT2-GFP yeast 105 and GRK2 aptamer HTS 3.
Screening COCCn1nnnc1C(c1ccc(OC)cc1)N1CCN(c2ccccc2F)CC1 (centres undefined) returned MCL1-BIM inh 3, VLA-4 inh -7, GLD-1 RNA inh 4, MEX-5 binding -2.7, AGP1 TOR yeast 118, Bcl-xL primary 6, CR mimetic SO 95, CIT2-GFP yeast 108 and GRK2 aptamer HTS 3.
Screening CN(C)C(=O)CC12CC3CC(C1)CC(CC(=O)N(C)C)(C3)C2 returned MCL1-BIM inh -6, VLA-4 inh 29, GLD-1 RNA inh -1, MEX-5 binding -0.4, AGP1 TOR yeast 96, Bcl-xL primary 1, CR mimetic SO 138, CIT2-GFP yeast 98 and GRK2 aptamer HTS 0.
`CCCCn1c(N)c(N(CC(C)C)C(=O)c2ccc(S(=O)(=O)N(CC)c3ccccc3)cc2)c(=O)[nH]c1=O` gave MCL1-BIM inh -14, VLA-4 inh 12, GLD-1 RNA inh -5, MEX-5 binding -0.2, AGP1 TOR yeast 114, Bcl-xL primary -8, CR mimetic SO 103, CIT2-GFP yeast 103 and GRK2 aptamer HTS 0.
`CCCC(=O)Nc1c2c(nn1-c1cccc(C)c1C)CS(=O)(=O)C2` gave MCL1-BIM inh 0, VLA-4 inh 14, GLD-1 RNA inh 7, MEX-5 binding 0.7, AGP1 TOR yeast 95, Bcl-xL primary 5, CR mimetic SO 105, CIT2-GFP yeast 104 and GRK2 aptamer HTS 0.
For O=[N+]([O-])c1ccc(S(=O)(=O)N/N=C/c2ccco2)cc1 the results were MCL1-BIM inh 11, VLA-4 inh 0, GLD-1 RNA inh 2, MEX-5 binding 2.9, AGP1 TOR yeast 105, Bcl-xL primary 8, CR mimetic SO 151, CIT2-GFP yeast 102 and GRK2 aptamer HTS 0.
Screening COc1ccc(C(=O)N2CCN(c3ccc(NC(=O)c4ccco4)cc3)CC2)cc1 returned MCL1-BIM inh 10, VLA-4 inh -1, GLD-1 RNA inh 1, MEX-5 binding -1.7, AGP1 TOR yeast 99, Bcl-xL primary 5, CR mimetic SO 102, CIT2-GFP yeast 102 and GRK2 aptamer HTS 0.
`Cc1ccccc1C(=O)N1CCN(c2ccc(NC(=O)c3ccco3)cc2)CC1` gave MCL1-BIM inh 0, VLA-4 inh 4, GLD-1 RNA inh 5, MEX-5 binding -0.1, AGP1 TOR yeast 99, Bcl-xL primary 4, CR mimetic SO 109, CIT2-GFP yeast 101 and GRK2 aptamer HTS 0.
`CCc1c(C)c2ccc(OCC(=O)N(C)C)c(C)c2oc1=O` gave MCL1-BIM inh 1, VLA-4 inh 8, GLD-1 RNA inh -2, MEX-5 binding -0.5, AGP1 TOR yeast 110, Bcl-xL primary 5, CR mimetic SO 110, CIT2-GFP yeast 94 and GRK2 aptamer HTS 4.
Screening CC(=O)c1ccc(N(CC(=O)NC2CCCC2)C(=O)c2ccc(C)s2)cc1 returned MCL1-BIM inh 3, VLA-4 inh 5, GLD-1 RNA inh 4, MEX-5 binding -0.7, AGP1 TOR yeast 95, Bcl-xL primary 1, CR mimetic SO 113, CIT2-GFP yeast 107 and GRK2 aptamer HTS 2.
For CC(C)CCCC(C)NC(=O)c1cc(S(=O)(=O)N2CCCCC2)ccc1N1CCOCC1 (centres undefined) the results were MCL1-BIM inh 0, VLA-4 inh 13, GLD-1 RNA inh 2, AGP1 TOR yeast 109, Bcl-xL primary 6, CR mimetic SO 96, CIT2-GFP yeast 106 and GRK2 aptamer HTS 0.
For COc1ccc(N2C(=O)CCC(C(=O)O)C2c2ccccc2OC)cc1 (centres undefined) the results were MCL1-BIM inh 8, VLA-4 inh 5, GLD-1 RNA inh 1, MEX-5 binding 2.2, AGP1 TOR yeast 115, Bcl-xL primary 6, CR mimetic SO 92, CIT2-GFP yeast 111 and GRK2 aptamer HTS 0.
COc1cc(OC)c(S(=O)(=O)N2CCN(C(=O)c3ccccc3F)CC2)cc1NC(C)=O was read as MCL1-BIM inh 2, VLA-4 inh 8, GLD-1 RNA inh -8, MEX-5 binding -4.1, AGP1 TOR yeast 104, Bcl-xL primary 2, CR mimetic SO 104, CIT2-GFP yeast 99 and GRK2 aptamer HTS 1.
`CC1CN=C(NC2CCCCC2C)S1` (centres undefined) gave MCL1-BIM inh 9, VLA-4 inh 2, GLD-1 RNA inh 3, MEX-5 binding -7.3, AGP1 TOR yeast 89, Bcl-xL primary 6, CR mimetic SO 111, CIT2-GFP yeast 102 and GRK2 aptamer HTS 3.
COc1ccc([C@H]2CC(=O)C=C(c3cccc(F)c3OC)C2)cc1 was read as MCL1-BIM inh 6, VLA-4 inh 0, GLD-1 RNA inh 4, AGP1 TOR yeast 93, Bcl-xL primary 5, CR mimetic SO 91, CIT2-GFP yeast 91 and GRK2 aptamer HTS 3.
`O=C(N=C1c2ccccc2CN1c1ccc(F)c(F)c1)c1cccnc1` gave MCL1-BIM inh 1, VLA-4 inh 15, GLD-1 RNA inh -5, MEX-5 binding -2.7, AGP1 TOR yeast 93, Bcl-xL primary 5, CR mimetic SO 108, CIT2-GFP yeast 96 and GRK2 aptamer HTS 1.
CCc1ccccc1NC(=O)c1ccc(NCCc2ccccc2)c([N+](=O)[O-])c1 was read as MCL1-BIM inh 4, VLA-4 inh 15, GLD-1 RNA inh -5, MEX-5 binding 0.1, AGP1 TOR yeast 92, Bcl-xL primary 0, CR mimetic SO 106, CIT2-GFP yeast 109 and GRK2 aptamer HTS 2.
For COc1ccc(NC(=O)CN(C)C(=O)CNC(=O)Cc2cccc3ccccc23)cc1 the results were MCL1-BIM inh 8, VLA-4 inh -1, GLD-1 RNA inh -1, MEX-5 binding 1.7, AGP1 TOR yeast 100, Bcl-xL primary 2, CR mimetic SO 99, CIT2-GFP yeast 101 and GRK2 aptamer HTS 0.

High-throughput results as filed in PubChem BioAssay.
